KKLEB tox – counter-screen for CF NF-kB inhibitors: cytotoxicity; KKLEB CF airway cells viability, ATPlite luminescence, overnight; stronger effect = lower value; cells stimulated with P. aeruginosa culture filtrate; activity change (cytotoxicity), % at 5 µM; 360,000 compounds, 0.36% hits; AID 602141;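 active = corrected activity change at or below -50% at 5 µM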
CF NFkB inh – cystic fibrosis NF-kB activation inhibition. inhibition, % at 5 µM. KKLEB NF-kB-GFP reporter, PAF-induced, GFP fluorescence overnight. 360,000 compounds, 0.86% hits;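 active = at least 50% inhibition at 5 µM, scaled per plate between neutral and stimulator controls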;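 note: PAF is a Pseudomonas aeruginosa culture filtrate used as stimulus; plate controls were PAF-stimulated DMSO wells for no effect and unstimulated DMSO wells for full effect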
aDG glyco up – alpha-DG glycosylation activation. Pro5-aDG cells, alpha-DG glycosylation AlphaScreen (IIH6); 0% Pro5, 100% B10-LARGE cell signal. AID 624168. activation, % at 10 µM. 360,000 compounds, 0.22% hits;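 active = activation of at least 8% versus controls, or a plate z-score of at least 8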;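 note: Pro5 are CHO cells carrying HIG-tagged alpha-DG that lacks glycosylation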
Shn3 3UTR inh – reduces Shn3 3'UTR luciferase signal in osteoblasts. Clone20 osteoblast Shn3 3'UTR firefly luciferase, 24 h. inhibition, % at 12.5 µM. 360,000 compounds, 0.52% hits. AID 588674;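 active = mean inhibition of at least 75% with every replicate also reaching 75%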;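 note: 0% = median of neutral control wells and 100% = pilot-screen positive control compound; some compounds past the cut are filed as inactive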
TWEAK-Fn14 inh – blocks TWEAK-Fn14 interaction in a reporter cell assay | TWEAK-stimulated Fn14 reporter cells, luciferase luminescence, 8 h | inhibition, % at 10 µM | 360,000 compounds, 2% hits; in the data active = inhibition above about 50%
NR2E3 ag-1 – NR2E3 (human) agonism; 320,000 compounds, 0.12% hits; Q9Y5X4; inhibition of corepressor binding, % at 4.78 µM; GST-NR2E3/biotin-RetCOR TR-FRET, 1536-well; AID 2300;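 active = percent inhibition above the cutoff of mean plus 3 SD of all tested compounds, set per screening campaign, cut at about 20% in these data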;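 note: 0% = DMSO wells and 100% = biotin wells as full block of FRET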
Target sequence (Q9Y5X4 whole entry, looked up): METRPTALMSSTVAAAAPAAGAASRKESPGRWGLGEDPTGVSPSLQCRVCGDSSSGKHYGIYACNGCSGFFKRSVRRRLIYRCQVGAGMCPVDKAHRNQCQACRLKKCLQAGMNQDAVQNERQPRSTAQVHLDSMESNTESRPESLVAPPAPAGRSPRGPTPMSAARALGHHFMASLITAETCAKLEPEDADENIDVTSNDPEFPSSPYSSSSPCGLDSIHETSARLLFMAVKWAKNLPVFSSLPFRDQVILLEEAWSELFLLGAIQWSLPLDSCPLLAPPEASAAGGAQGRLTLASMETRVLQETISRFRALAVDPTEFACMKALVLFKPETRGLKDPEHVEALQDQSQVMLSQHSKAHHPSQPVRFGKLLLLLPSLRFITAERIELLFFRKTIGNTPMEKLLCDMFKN
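System: GST-tagged NR2E3 plus biotinylated RetCOR corepressor; Buffer or medium: pH 7.5 Tris-based buffer; Probe or stimulus: RetCOR corepressor, biotinylated, 7 nM; Doses: compound at 4.8 µM, single dose; Schedule: 5 h incubation at 4 °C; Technique: time-resolved FRET; Evaluation: percent inhibition of TR-FRET ratio; Replication: one well per compound, singlicate testing.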
HIF-2a inh – HIF-2a inhibition | 786-0 RCC cells HIF-2a reporter, luciferase luminescence, overnight | inhibition, % at 18.8 µM | 360,000 compounds, 0.72% hits | AID 624352;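 active = inhibition of the luminescence signal of 40% or more relative to plate controls, in a single-dose primary screen at 18.75 µM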
TRPM1 prom inh – inhibitors of MITF-driven TRPM1 promoter in melanoma cells; SK-MEL-5 TRPM1 promoter luciferase, 24 h; inhibition, % at 12.5 µM; 330,000 compounds, 0.83% hits; AID 488899;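 active = mean inhibition across replicates of 60% or more, whatever share of single replicates reaches that level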; note: values of inactives mirror those of a sister screen read the other way
Peg3 prom inh – Peg3 promoter activity inhibition; HeLa PEG-Prom luciferase reporter, luminescence, overnight; inhibition, % at 20 µM; 360,000 compounds, 1.7% hits; AID 588405;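 active = inhibition of at least 50% at 20 µM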
NR2E3 ag-2 – activates human NR2E3 receptor | Q9Y5X4 | CHO-S Gal4-NCOR/VP16-NR2E3 two-hybrid, luciferase | inhibition of corepressor binding, % at 3.98 µM | 360,000 compounds, 0.35% hits | AID 602229;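 active = inhibition above the mean of all tested compounds plus 3 SD, cut at about 70% in these data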;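 note: 0% = DMSO with NR2E3 transfected cells and 100% = cells lacking NR2E3 construct; higher means lower luciferase signal from less NR2E3 corepressor binding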
hiPSC survival – hiPSC single-cell survival enhancement; ATPlite luminescence; 100% = ROCK inhibitor wells, 0% = DMSO; survival enhancement, % at 20 µM; 360,000 compounds, 0.044% hits; in the data active = survival enhancement above about 18%;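 note: cells exposed to compounds for 16 hours before the ATP read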
Starred values were filed as active, the others as inactive; nt = no result given; & = joins results of further samples. Random draw from the library; 4.4% or so of the library scored in one or more.

SMILES	KKLEB tox	CF NFkB inh	aDG glyco up	Shn3 3UTR inh	TWEAK-Fn14 inh	NR2E3 ag-1	HIF-2a inh	TRPM1 prom inh	Peg3 prom inh	NR2E3 ag-2	hiPSC survival
Cc1c(C)c2cc(Cl)c(OCC(=O)NCCCn3ccnc3)cc2oc1=O	4	-22	0.6	-4	-22	0	5	-8	0	3	-0.5
O=S(=O)(NCc1c(Cl)cccc1Oc1ccccc1)c1ccc(F)cc1	-8	16	0.2	0	5	-2	32	-35	21	-44	0.0
CCOc1ccc(C(N)=O)cc1OC	-4	2	0.3	11	0	2	10	2	5	-7	0.7
Nc1nc(CN2CCN(c3ccccn3)CC2)nc(Nc2ccc(F)cc2)n1	3	-6	0.2	17	-1	-2	16	36	18	-9	3.8
CN(c1nc2ccccc2[nH]c1=O)C1CCCCC1	-2	4	1.8	78	36	2	-55	0	-39	55	-0.4
Cc1cc(C)c(C)c(S(=O)(=O)Nc2ccc(C(N)=O)cc2)c1C	4	-11	0.1	22	-10	1	14	-5	19	-18	0.1
CC(=O)c1ccc(NC(=O)c2ccc(-n3cnnn3)cc2)cc1	0	11	0.1	-10	-11	nt	-12	-9	-18	16	-0.3
COCCNC(=O)Cn1cnc2sc(C)c(S(=O)(=O)N3CCN(c4ccccc4OC)CC3)c2c1=O	-3	-4	-0.2	6	5	1	18	5	8	-11	2.1
CCN(CC)S(=O)(=O)c1ccc(N2CCOCC2)c(NC(=O)c2c3c(nc4ccccc24)CCC3)c1	5	-8	-0.5	60	10	2	14	7	35	12	-3.0
O=C(NCc1ccccc1F)C1CCCN(C(=O)Nc2ccccc2)C1 (centres undefined)	4	20	0.0	-26	-3	1	-14	-7	-16	16	-0.2
CCN(CC)C(=O)c1cccc(NC(=O)c2ccccc2OCc2c(C)noc2C)c1	-5	7	0.1	6	20	1	9	nt	18	3	0.4
O=C(CCc1nc2sc3c(c2c(=O)[nH]1)CCCC3)Nc1cccc(Cl)c1	-14	24	0.1	-13	-19	0	5	-11	8	41	0.5
CCc1ccc(S(=O)(=O)N2CCCC(N3CCN(c4ccc(OC)cc4)CC3)C2)cc1 (centres undefined)	21	-40	-0.4	6	12	5	15	0	4	9	-0.2
O=C(CCc1nc(-c2ccccc2F)no1)NC1CCN(Cc2ccccc2)CC1	-18	10	0.4	12	0	1	2	-3	4	-4	-0.3
OC(CCN1CCOCC1)c1ccccc1 (centres undefined)	5	2	-0.1	-7	7	0	20	13	6	-4	-0.4
CC(C)CN(Cc1c(O)ccc2c(=O)c(-c3ccccc3)coc12)CC(C)C	-10	-2	-0.1	17	-15	3	4	5	-5	26	-1.0
O=C(COc1ccc(F)cc1)Nc1nnc(S(=O)(=O)N2CCCC2)s1	-5	-15	0.4	-5	-4	3	5	-11	15	-14	-0.1
CN(C)S(=O)(=O)N(CC(=O)Nc1ccc(S(=O)(=O)N2CCCC2)cc1)c1ccccc1	5	11	0.1	2	-6	3	9	14	13	5	-0.3
O=C(O)C1C2C=CC(C2)C1C(=O)NCc1cccs1 (centres undefined)	-12	3	-0.3	1	8	2	4	3	16	-5	-0.1
Cc1ccc(Nc2nnc(SC/C(O)=C(\C#N)c3nc4ccccc4[nH]3)s2)c(C)c1	8	-13	-0.1	16	19	-3	-12	5	10	-18	1.4
COc1cc2c(cc1NC(=O)CSc1cccc[n+]1[O-])oc1ccccc12	2	9	-0.1	-42	-10	-7	-38	-7	-24	1	0.2
O=C(NCCCN1CCCC1=O)C1CCCO1 (centres undefined)	-5	7	-0.1	8	-46	1	14	4	3	9	-0.5
CCn1cc(C(=O)NCCCOC(C)C)c(=O)c2cc(S(=O)(=O)N3CCC(C)CC3)ccc21	10	-19	-0.8	-2	-26	1	11	5	-2	15	-0.2
COC(=O)CCCC1=CC2=CC(=O)C(C)(OC(=O)c3cccs3)C(=O)C2=CN1CCc1c[nH]c2ccccc12 (centres undefined)	6	-15	-0.4	7	3	5	6	11	-9	-10	8.2
Cc1coc2c1C(=O)C(=O)c1c-2ccc2c(C)cccc12	-28	34	3.1	-65	26	13	-87	nt	46	-29	-3.3

(continued)
SMILES	KKLEB tox	CF NFkB inh	aDG glyco up	Shn3 3UTR inh	TWEAK-Fn14 inh	NR2E3 ag-1	HIF-2a inh	TRPM1 prom inh	Peg3 prom inh	NR2E3 ag-2	hiPSC survival
Cc1cc(C(=O)OCC(=O)Nc2ccccc2[N+](=O)[O-])c2ccccc2n1	0	12	0.0	2	12	4	7	6	9	-10	-0.8
COc1cc(OC)nc(NC(=O)COC(=O)c2cccc(Cl)c2)n1	7	13	0.5	-1	-7	-1	7	-5	-2	20	0.4
Cc1cn2c(-c3ccncc3)nnc2s1	10	1	0.0	2	4	-1	17	9	5	-29	-0.5
Cc1ccc(CNC(=O)CCn2nc(-c3ccc(Cl)cc3)ccc2=O)cc1	8	-9	0.1	2	5	1	-2	2	9	-5	-1.1
Cc1nc(SCC(=O)N(CC(C)C)C2CCS(=O)(=O)C2)c2c(C)c(C)sc2n1 (centres undefined)	4	-4	0.5	5	-5	2	12	1	-1	10	-0.3
COc1ccc(NC(=O)c2cc(-c3ccc(F)cc3OC(C)C)n[nH]2)cn1	0	-4	0.0	9	30	nt	-4	nt	-5	13	0.4
NNC(=O)C1CCCn2c1nc1sc3c(c1c2=O)CCCC3 (centres undefined)	1	-11	-0.1	-21	-21	1	18	8	8	-7	2.7
CC(c1ccco1)N(C(=O)c1ccccc1F)c1ccccn1 (centres undefined)	-8	0	0.1	-5	8	4	1	17	-4	-19	0.2
Cc1ccc(SCC(=O)c2c(C)[nH]c3ccccc23)cc1	-8	-2	1.6	3	-1	0	10	-5	6	-14	-1.2
COc1ccccc1NC(=O)c1c(NC(=O)c2ccco2)sc2c1CCC2	6	-6	0.1	54	-2	1	-15	-13	-20	-3	2.4
COc1cc(C)ccc1OCc1cc(C(=O)N2CCN(C)C[C@@H]2c2ccccc2)no1	4	1	0.3	-64	-21	0	-193	-32	-188	-3	-0.5
O=C(NCc1ccccc1)c1cc(C2CCCCN2C(=O)OCCF)on1 (centres undefined)	9	-3	-0.2	-29	-3	nt	-17	nt	-10	-37	-1.1
CN(C)C1CN(Cc2cn(Cc3ccc(C(F)(F)F)cc3)nn2)S(=O)(=O)C1 (centres undefined)	nt	nt	0.0	nt	-5	nt	3	nt	nt	-7	1.0
COC(=O)c1c(NC(=O)COC(=O)C2CCC2)sc(C)c1C	6	-20	0.1	1	-7	-2	7	-2	13	-34	-0.5
Cc1ccc(OCCn2cc(C=O)c3ccccc32)cc1	2	13	0.6	30	4	4	23	-8	-14	0	1.0
Fc1ccc(CNCc2ccccc2C(F)(F)F)cc1	1	-8	-0.1	-9	-27	1	13	14	-77	5	-1.3
CCCN[C@H]1CCc2nc(N)sc2C1	20	-1	0.7	1	-16	3&-1	-11	-1	-3	15	-0.2
CCC(=O)Nc1ccccc1C(=O)N1CCCC1	3	-6	-0.1	1	9	0	11	-8	14	-13	-1.8
CCn1c(=O)n(CC)c2cc(N3CCCC3)c(NC(=O)c3c(F)cccc3F)cc21	-7	2	-0.1	-12	3	-8	2	9	27	-17	-0.3
CC(C)CCOC(=O)C(C)Sc1n[nH]c(=O)[nH]c1=O (centres undefined)	-1	1	0.1	-17	-7	1	5	2	-5	-2	-0.6
COC(=O)c1ccc(NC(=O)C2CCN(C(=O)Nc3ccccc3)CC2)cc1	2	4	0.2	-16	-19	3	-137	-9	-66	-27	0.1
CC(=O)Nc1ccc(Cl)cc1C(=O)O	11	-10	0.2	-4	0	2	12	3	16	-13	3.1
Cc1ccc(OCCn2c3ccccc3n3nc(C)c(=O)nc23)cc1	18	3	-0.1	13	-2	4	8	0	3	34	2.9
CSc1ccc(/C=C/C(=O)c2ccc(NC(C)=O)cc2)cc1	-5	-1	-0.1	-17	3	-2	-57	-12	-23	-14	-3.3
CCOC(=O)N1CCN(C(=O)c2ccc(NC(C)=O)cc2)CC1	2	-1	0.0	4	-4	4	-2	-1	7	8	0.3

More entries follow:
SMILES	KKLEB tox	CF NFkB inh	aDG glyco up	Shn3 3UTR inh	TWEAK-Fn14 inh	NR2E3 ag-1	HIF-2a inh	TRPM1 prom inh	Peg3 prom inh	NR2E3 ag-2	hiPSC survival
Cc1cc(N/N=C/c2c[nH]c3ccccc23)c2ccccc2n1	0	-7	-0.4	6	18	1	13	13	8	-6	-0.7
CC(C)(C(=O)N1CCC1(C)C(=O)NS(=O)(=O)c1cccc(F)c1)c1ccccc1 (centres undefined)	-2	-1	0.2	-14	20	nt	13	nt	6	-33	-1.8
CCc1ccc(C2CC(=O)N(c3cccc(F)c3)C3=C2C(=O)OC3)cc1 (centres undefined)	4	-8	0.0	6	11	2	15	5	-15	8	-0.4
O=C(CN1CCN(C(=S)NC2CCCC2)CC1)Nc1ccc(Oc2ccccc2)cc1	9	-5	0.8	3	33	-1	-8	2	7	-7	0.2
O=C(CN1C(=O)NC2(CCCCC2)C1=O)Nc1ccc2c(c1)OCCCO2	0	5	-0.2	-80	-27	2	-249	-125	-296	-106	-2.9
CC(C)c1nc(N2CCOCC2)c(C#N)c2c1COC(C)(C)C2	-24	42	-0.5	4	9	-1	26	-9	18	-4	-3.1
CC(CNC(=O)COC(=O)c1cccs1)c1ccccc1 (centres undefined)	-4	-19	0.5	8	1	6	-14	2	-10	18	-0.1
c1ccc(N2CCN(Cc3cn4ccccc4n3)CC2)cc1	2	-17	-0.3	-10	-2	5	-4	nt	14	25	0.1
Nc1[nH]c(C(=O)c2ccccc2)c(-c2ccncc2)c1C(=O)NCc1ccc(Cl)cc1	nt	nt	0.2	nt	29	nt	9	nt	nt	-4	0.1
CC(=O)Nc1ccc(/C(C)=N/NS(=O)(=O)c2ccc(C)cc2)cc1	6	-22	0.0	-29	2	-2	-40	-12	-4	-39	2.5
Cc1cc(C)cc(C(=O)Nn2cnnc2)c1	6	5	0.1	5	2	0	8	-1	11	-19	0.0
Cc1ccc(C2=CSC3=NS(=O)(=O)CCN23)cc1	-2	12	0.2	3	9	0	8	4	10	39	-1.5
COc1cc(C(=O)/C=C/c2cccnc2)c([N+](=O)[O-])cc1OC	-12	46	-0.1	26	36	3	89*	34	69*	3	-1.5
CCc1ccccc1NC(=O)Cn1c(=O)n(-c2ccc(CC(=O)NCC3CCCO3)cc2)c(=O)c2ccccc21 (centres undefined)	-8	-4	0.1	11	-12	-3	5	-14	14	16	-0.5
CC(C)c1ccc(NC(=O)c2ccc(Br)o2)cc1	-10	-1	-0.1	-65	27	-2	-150	-91	-183	-140	-1.5

Assay outcomes from PubChem BioAssay.
